ERK EGF block: qHTS Assay for Inhibitors of the ERK Signaling Pathway using a Homogeneous Screening Assay; Stimulation with EGF; Potency, µM (top dose mostly 11.5 µM), for the others: at the highest dose activity change, negative = inhibition, actives largely listed as inhibitors; HEK293-V1b, EGF-stimulated phospho-ERK AlphaScreen; actives 0.41% (n = 130,000); active = well fitted inhibition curve with a large enough effect; inconclusive = small, poorly fitted or top-dose-only effect, or effect the other way;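 note: plate controls were stimulated vehicle wells for no effect and unstimulated vehicle basal for full effect; nearly all actives have a fitted effect of over 55% in size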
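In this qHTS, HEK293 cells with stable type-1 vasopressin (V1b) receptor were exposed to compound at 37C for 30 min, stimulated 5 min with EGF at 25 nM, lysed, and probed for phospho-ERK by AlphaScreen.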
The depositor's hits bear a star; ? = inconclusive; [ ] = dose if it differs, or a comment. Potency is the fitted concentration of half-maximal effect.

ERK EGF block | SMILES
10% | O=C(Nc1ccc(C(=O)O)cc1)/C(=C\c1ccc2c(c1)OCO2)NC(=O)c1ccccc1
-9% | O=C(Nc1cccc2ccccc12)/C(=C\c1cccc([N+](=O)[O-])c1)NC(=O)c1cccs1
3% | CC1(/[N+]([O-])=C/c2ccccc2F)CCCCC1=O (configuration not stated)
1% | CCC1C(=O)CC(c2ccccc2)NC1c1ccccc1 (configuration not stated)
-5% | O=C(COc1ccc(Br)cc1F)N1CCN(c2ncccn2)CC1
-3% | COc1cc(/C=N/Nc2nc(C)cc(C)n2)ccc1OC(=O)c1ccco1
-1% | Cn1c(=O)c(-c2cc(F)cc(F)c2)nc2cnc(Oc3cccc(Cl)c3)nc21
5% | COc1ccccc1NC(=S)Nc1cccc2cnccc12
-3% | CC1CCN(S(=O)(=O)c2ccc3c(c2)c(=O)c(C(=O)NCc2ccco2)cn3C)CC1
-3% | O=C(O)c1cc(N/N=C/C=C/c2ccccc2)ccc1Cl
? | CCn1c2c(c3cc(OCC(C)C)ccc31)CCCC2=O
-4% | O=C(COC(=O)c1ccccc1NC(=O)c1ccccc1)c1cccc([N+](=O)[O-])c1
-3%[57.5 µM] | COCCNC(=O)C1CC2Cn3c(nc4ccccc43)C2N1C (configuration not stated)
1% | C/C(CC(=O)Nc1ccc(Cl)cc1Cl)=N\NC(=O)C(=O)N1CCCC1
0% | O=C(NNC(=O)C1CC1)c1cc2cc3ccccc3nc2s1
-5% | COc1cc(NC(C)=O)c2ncccc2c1[N+](=O)[O-]
? | CCP(=O)(CC)C(C)(C)CP(=O)(c1ccccc1)c1ccccc1
-13% | CC1CCCCC1NC(=O)CN1C(=O)CSc2cc(S(=O)(=O)N3CCCCCC3)ccc21 (configuration not stated)
-2% | COC(=O)CSc1ccc(S(=O)(=O)N2CCOCC2)cc1[N+](=O)[O-]
-6%[57.5 µM] | O=C(COC(=O)CCC(=O)c1cccs1)NCc1cccs1
-17% | N#CCCCS(=O)(=O)c1nc2ccccc2s1
4%[57.5 µM] | O=c1c2sccc2[nH]c(=S)n1-c1ccccc1
-5%[57.5 µM] | CNc1nc2cccnc2s1
3% | CC1CC2(C)CC(C)C1(COC(=O)Nc1ccccc1)CO2 (configuration not stated)
1% | C=CCn1c(SCC(=O)N2CCc3ccccc3C2)nc2sc(CC)cc2c1=O
-3% | COc1cc2c(cc1OC)C(C(=O)Nc1cc(OC)c(OC)c(OC)c1)C(c1cccnc1)N(C)C2=O (configuration not stated)
-6% | COC(=O)c1sccc1NC(=O)Nc1cccc(F)c1
-8% | CCNCCCNCCCCNCCCNCC
-9% | COc1ccc(C(=O)OCC(=O)N2CCCC2=O)c(OC)c1
? | O=C(/C=C/c1ccco1)NC(=S)Nc1ccc(N2CCCC2)cc1
-2% | CCCCCOc1ccc(CSCCNC(=S)Nc2ccccc2)cc1
3% | CC(Sc1nnnn1C)C(=O)Nc1ccc2c(c1)OCCO2 (configuration not stated)

Entries listed so far containing a thiophene ring, fused or not, in the order listed:
ERK EGF block | SMILES
-9% | O=C(Nc1cccc2ccccc12)/C(=C\c1cccc([N+](=O)[O-])c1)NC(=O)c1cccs1
0% | O=C(NNC(=O)C1CC1)c1cc2cc3ccccc3nc2s1
-6%[57.5 µM] | O=C(COC(=O)CCC(=O)c1cccs1)NCc1cccs1
4%[57.5 µM] | O=c1c2sccc2[nH]c(=S)n1-c1ccccc1
1% | C=CCn1c(SCC(=O)N2CCc3ccccc3C2)nc2sc(CC)cc2c1=O
-6% | COC(=O)c1sccc1NC(=O)Nc1cccc(F)c1

Following part:
ERK EGF block | SMILES
0% | COc1ccc(/C=N/N2CCN(C3c4ccccc4-c4ccccc43)CC2)cc1O
2% | CCC(C)NCCOCCOc1ccc(Br)cc1C (configuration not stated)
0% | O=C(Nc1ccc(NC(=O)c2ccccc2Cl)nc1)c1ccncc1
-11% | COCCOc1nc2ccccc2nc1C
-4% | Cc1cccc[n+]1CC(=O)N1c2ccccc2Sc2ccccc21
-6%[57.5 µM] | CCN(CC)S(=O)(=O)c1ccc(N2CCCC2)c(NC(=O)CC(C)(C)C)c1
-4% | CCOc1ccccc1C(=O)Nc1ccsc1C(=O)OC
-4% | CC(C)(O)C#Cc1ccc(C(=O)N2CCN(c3ccc([N+](=O)[O-])cc3)CC2)cc1

Five entries from above, tab-delimited:
molecule	ERK EGF block
COCCOc1nc2ccccc2nc1C	-11%
CCOc1ccccc1C(=O)Nc1ccsc1C(=O)OC	-4%
CCC(C)NCCOCCOc1ccc(Br)cc1C (configuration not stated)	2%
O=C(Nc1ccc(NC(=O)c2ccccc2Cl)nc1)c1ccncc1	0%
CCN(CC)S(=O)(=O)c1ccc(N2CCCC2)c(NC(=O)CC(C)(C)C)c1	-6%[57.5 µM]

Other results.
ERK EGF block | SMILES
-25% | CCOc1ccc2nc(Cl)c(CN(C(=O)c3cnccn3)C3CCCC3)cc2c1
-9% | N#Cc1ccc(OCc2nnc3n2CCCCC3)cc1
-14% | COC(=O)CCCNC(=O)c1ccc(OC2CCN(CCc3ccccc3)CC2)cc1
2% | CN(/C(=N/S(=O)(=O)c1cccs1)c1ccccc1)c1ccccc1
1% | CN(C1CCCCC1)S(=O)(=O)c1cccc(C(=O)OCC(=O)NC2CCCc3ccccc32)c1 (configuration not stated)
-9% | O=C(Nc1ccc(Cl)cn1)C1C(c2ccccc2)C1(Cl)Cl (configuration not stated)
-11%[57.5 µM] | COc1cc(/C=N/NC(=O)CSc2ccccn2)ccc1OC(C)C
-7% | Oc1ccc(Cl)cc1C1=NNC(c2ccc(Cl)cc2)C1 (configuration not stated)
-6% | O=C(NCCOc1ccc(Cl)cc1)C1CCCCC1
8% | CCOC(=O)C(C(=O)NCCCN1CCOCC1)C1CCCCC1 (configuration not stated)
-1% | CCOn1c(=O)c[n+]([O-])c2ccccc21
13%[57.5 µM] | CCOC(=O)c1cnc(N2CCN(C(=O)OCC)CC2)[nH]c1=O
-3%[57.5 µM] | COc1ccc(C/C(C)=N/Nc2nc(C)cc(=O)[nH]2)cc1
14% | O=C(Oc1ccccc1)N1CCC2(CCCN(c3ccccn3)C2)CC1
6% | CCOC(=O)c1cnc(-c2ccccc2)nc1N1CC(C)OC(C)C1 (configuration not stated)
-2% | CCOC(=O)C1(C)C=C(Nc2ccc(OCC)cc2)C(=O)N1c1ccccc1 (configuration not stated)
-9% | Cn1ncc2c(N3CCN(c4ccc(Cl)c(Cl)c4)CC3)ncnc21
4% | CC(C)[C@H](NC(=O)c1ccco1)C(=O)OCC(=O)Nc1ccc(F)cc1
-6% | O=C(NCCc1ccccc1)C1CCC(CNS(=O)(=O)c2cccs2)CC1 (configuration not stated)
23% | Cc1ccc2nc(SCC(=O)Nc3ccc4c(c3)CCC4)[nH]c2c1
-1% | Cc1cc(=O)[nH]c(SCC(=O)NNC(=O)Cc2ccccc2)n1
10% | Cc1ccc(OCCCCN(C)Cc2ccccc2)c(Br)c1
-5% | CN(C)Cc1n[nH]c(=O)c2ccccc12
0% | O=C(NCCCc1ccccc1)Nc1ccccc1
4% | N#Cc1ccccc1S(=O)(=O)N1CCN(c2cnccn2)CC1
-5% | CC(C)c1ccc(/C=C2\C(=O)N(CCN3CCOCC3)C(=S)N2C)cc1
2%[57.5 µM] | O=C(Nc1ccccc1)N1CCN(c2nc(-c3ccccc3)ns2)CC1
-4%[57.5 µM] | O=C(Cc1c[nH]c2ccccc12)N/N=C/c1ccccc1O
-4%[25.7 µM] | CCN(CC)CCOC(=O)[C@@H](c1ccccc1)C1CCCCC1
? | COc1ccccc1N=Nc1nc(-c2ccccc2)c(-c2ccccc2)[nH]1
0%[57.5 µM] | Cn1c(=O)oc2cc(S(=O)(=O)N3CCC(N4CCCCC4)CC3)ccc21
-6% | NC(=S)N/N=C/c1coc2ccc(Cl)cc2c1=O
4% | C/C(=N\NC(=S)Nc1cccc(C)c1)c1cccc(N)c1
-8%[57.5 µM] | Cc1cc(C(=O)COc2ccc([N+](=O)[O-])cc2)c(C)n1C1CC1
4% | Cc1ccc(C(=O)Nc2ccccc2C(=O)N2CCOCC2)cc1[N+](=O)[O-]
0% | CCOC(=O)C1C(C(=O)OCC)C1(c1ccccc1)c1ccccc1 (configuration not stated)
0% | C[C@@H]1NC(=O)[C@H](CCC(=O)O)NC(=O)c2cc([N+](=O)[O-])cc(F)c2NCCC[C@@H](C(N)=O)NC1=O
6% | CCc1cccc(CC)c1NC(=O)/C(C#N)=C/c1ccccc1C(F)(F)F
1% | Cc1occc1C(=O)Nc1cccc([N+](=O)[O-])c1
-6% | O=C(CSc1ccccn1)Nc1nncs1
10%[57.5 µM] | CCC(C(=O)N1CCN(c2ncccn2)CC1)c1ccccc1 (configuration not stated)
-19% | N#Cc1cc([N+](=O)[O-])ccc1NC(=O)COC(=O)C12CC3CC(CC(C3)C1)C2
5% | Cc1n[nH]c(C)c1Sc1ccccc1[N+](=O)[O-]
8% | COC(=O)c1cccc(S(=O)(=O)N2CCCC2)c1
3% | COCCN(Cc1nc(-c2ccc(C(F)(F)F)cc2)no1)C(C)C
-1% | COc1ccccc1Oc1ccc(NC(=O)c2ccccc2)cc1
-1% | CCOC(=O)c1ccc(-c2ccc(/C=C(\C#N)C(=O)NCc3cccs3)o2)cc1
5% | COc1ccccc1CC(=O)Nc1ccc([N+](=O)[O-])cc1OC
-4%[57.5 µM] | CC(C)=CC/C=C1\CCC(C(=O)O)C(C(=O)O)C1 (configuration not stated)
5% | O=C(N/N=C/c1cn(-c2ccccc2)nc1-c1cccs1)c1ccc(Cl)cc1
5% | CN(CC(=O)Nc1cccc(C#N)c1)Cc1ccc(Cl)cc1
-6% | CC(=O)c1cccc(N(C(=O)CNC(=O)c2ccco2)C(C(=O)NC2CCCC2)c2ccc(C)o2)c1 (configuration not stated)
2% | O=c1oc2cc(Oc3ccc(C(F)(F)F)cc3[N+](=O)[O-])ccc2c2c1CCC2
-9%[57.5 µM] | Cc1cccc(CNc2ccc(C(CC(N)=O)NC(=O)Cc3cccc4ccccc34)cc2[N+](=O)[O-])c1 (configuration not stated)
? | Cc1noc(C)c1COc1ccc(C(=O)OCC(=O)NCc2ccccc2Cl)cc1
-1% | CCc1ccc(C2=NN(CCC(=O)NC3CC3)C(=O)CC2)cc1

Going on with the list:
ERK EGF block | SMILES
? | O=S(=O)(NCc1ccccc1)c1ccc(Br)c2nsnc12
? | CCOC(=O)c1nnc2c(Br)c(-c3ccccc3)nn2c1C
-1% | COc1cccc(CN2CCNC(=O)C2CC(=O)NCCc2nc(C)c(C)s2)c1OC (configuration not stated)
26% | COC(=O)c1c(C)cc(OC)cc1O
1% | COc1ccc(NC(=O)c2cccnc2)c([N+](=O)[O-])c1
-4% | O=C(CNC1CCCCC1)NCC1(c2ccccc2)CCCC1
5%[57.5 µM] | Cc1cc(C(=O)CSc2cccc[n+]2[O-])c(C)n1-c1ccc(OC(F)F)cc1
-6%[57.5 µM] | CC(C)Nc1ccc(C(CC(N)=O)NC(=O)Cc2ccc(Cl)cc2)cc1[N+](=O)[O-] (configuration not stated)

Part of the list above, with each value named:
structure: COc1cccc(CN2CCNC(=O)C2CC(=O)NCCc2nc(C)c(C)s2)c1OC (configuration not stated)
  ERK EGF block: -1%

structure: O=S(=O)(NCc1ccccc1)c1ccc(Br)c2nsnc12
  ERK EGF block: ?

structure: CC(C)Nc1ccc(C(CC(N)=O)NC(=O)Cc2ccc(Cl)cc2)cc1[N+](=O)[O-] (configuration not stated)
  ERK EGF block: -6%[57.5 µM]

Later entries.
ERK EGF block | SMILES
1% | CCOc1[nH]n(-c2ccccc2)c(=O)c1C=Nc1ccccc1
-5% | CSc1c(SCc2ccccc2)cnn(Cc2ccccc2)c1=O
-3% | Cc1cc(N/C=C\c2nnnn2-c2ccc(F)cc2)no1
-5% | CN(C)Cc1c(-c2ccc(Cl)cc2)nc2ccccn12
-11% | CC1CCCCC1NC(=O)COC(=O)c1cc(=O)c2ccccc2o1 (configuration not stated)
7%[57.5 µM] | CC(C)(C)OC(=O)N1CCC[C@H]1c1nnc(SCc2cccc(Cl)c2)o1
2% | O=C(/C=C/c1ccco1)Oc1ccc(C(=S)N2CCOCC2)cc1
6% | Cn1nc(-c2ccccc2)c(N2CCCCC2)cc1=O
0% | COc1cc(C(=O)OCC2CC(c3ccccc3)=NO2)cc(OC)c1OC (configuration not stated)
-8% | COc1ccc(N2CCN(C(=O)CCCCCn3c(=O)[nH]c4ccsc4c3=O)CC2)cc1
-10% | O=C(CN1CCCC1)OCCCc1ccccc1
9%[57.5 µM] | CCOc1ccc(OCC)c(NC(=O)c2ccc(CNc3c(N4CCCC4)c(=O)c3=O)cc2)c1
10% | CC(=O)c1ccc(N(C(=O)c2csnn2)C(C(=O)NC(C)(C)C)c2cccs2)cc1 (configuration not stated)
-1% | CC(=O)Nc1cccc(-c2csc(Nc3ncccn3)n2)c1
12% | Cc1ccc(NC(=O)Cn2c(-c3ccc(F)cc3)cnc2SCC(=O)Nc2c(C)cccc2C)cc1
6%[57.5 µM] | CC(=O)Nc1ccc2nc(CN3CCC(CO)(CCc4ccccc4)CC3)ccc2c1
-3% | CN(C)CCCN(C(=O)c1cccs1)c1nc2cc3c(cc2s1)OCO3
0% | CC(CN1C(C)CCCC1C)OC(=O)c1ccc(Cl)cc1Cl (configuration not stated)
-7%[57.5 µM] | COC(=O)CCN(C(=O)c1ccc([N+](=O)[O-])cc1)c1ccccn1
0% | Cc1ccc(NS(=O)(=O)c2cc(C(=O)N3CCCC3)ccc2C)cc1C
8%[25.7 µM] | CC(C)(C)CC(C)(C)c1ccc(OCOCCOCCO)c(Cc2cc(C(C)(C)CC(C)(C)C)cc(Cc3cc(C(C)(C)CC(C)(C)C)ccc3OCOCCOCCO)c2OCOCCOCCO)c1

Assay outcomes (PubChem BioAssay)

These rows are one share of the data; count on the stated rates, not on these rows.
